esBAF inh: blocks esBAF chromatin remodeling in mouse ES cells | reporter increase, % at 12.5 µM | Bmi1-luciferase knock-in reporter, 24 h; 100% = twice the neutral-well signal | hit rate 2% among 350,000; in the data active = activation above about 40%; inconclusive = no clear call, values can overlap the other calls;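 note: 0% = median of the plate's neutral control wells and 100% = double that signal; a rise in the Bmi1 reporter signal indicates esBAF inhibition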
RAD52 inh: RAD52 (human) annealing inhibition; P43351; recombinant RAD52 DNA annealing, FRET fluorescence; inhibition, % at 18.7 µM; hit rate 0.46% among 360,000; AID 651710;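 active = every replicate showing at least 50% inhibition; inconclusive = mean inhibition at least 50% but not in every replicate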
Target sequence (P43351 whole entry, looked up): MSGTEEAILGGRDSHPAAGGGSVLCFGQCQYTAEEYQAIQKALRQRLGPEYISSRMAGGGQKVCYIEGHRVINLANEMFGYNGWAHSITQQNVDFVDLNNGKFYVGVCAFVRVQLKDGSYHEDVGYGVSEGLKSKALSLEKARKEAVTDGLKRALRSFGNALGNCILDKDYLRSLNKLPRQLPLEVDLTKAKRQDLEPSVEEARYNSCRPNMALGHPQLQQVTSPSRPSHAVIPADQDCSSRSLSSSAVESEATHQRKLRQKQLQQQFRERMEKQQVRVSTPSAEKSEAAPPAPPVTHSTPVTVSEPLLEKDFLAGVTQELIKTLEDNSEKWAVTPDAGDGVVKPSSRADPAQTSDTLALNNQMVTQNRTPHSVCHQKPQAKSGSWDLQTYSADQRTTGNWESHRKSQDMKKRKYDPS
E-sel inducer: E-selectin induction on HUVECs; HUVEC E-selectin immunofluorescence imaging; normalized: neutral wells 0, TNF-alpha wells 100; activation, % at 7.58 µM; AID 686992; hit rate 0.37% among 260,000;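 active = mean E-selectin-positive cell signal at least 10% of the positive control, reached in at least 60% of replicates, without over 20% cell loss; inconclusive = no rule given, readout overlaps actives, possibly toxicity-flagged; inactive = the rest, including those meeting only one limit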;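 note: in these data hits start at about 27%; measured in HUVEC primary endothelial cells; signal is the percent of cells scored E-selectin positive by PE staining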
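Test system – human umbilical vein endothelial cells (HUVEC), E-selectin induction · Input – 3,000 HUVEC seeded per well · Buffer or medium – EGM-2, gelatin · Compound dosing – single-point compound dose · Detection – immunofluorescence imaging · Measure – percent E-selectin-positive cells · Controls – TNF-alpha high, DMSO low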
XiGFP reactiv: X-chromosome reactivation activator. activation, % at 7.58 µM. hit rate 0.055% among 360,000. AID 743238. XiGFP mouse fibroblasts, % GFP-positive cells imaging, 3 d; cells co-treated with 5-aza-dC sensitizer; scaled so ellipticine positive control = 100%;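 active = mean normalized replicate activation at least 10% and every replicate at or above 10%; inconclusive = only one of the two criteria met; inactive = mean below 10% and not all replicates reach 10%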;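 note: 0% = median of on-plate neutral control wells and 100% = ellipticine 6 µM median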
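System: SV40-immortalized XiGFP fibroblast cells, line 68-5-11 / Incubation: 3-day compound exposure, then 15 min fixation at room temperature / Compound: single concentration per compound, delivered by pin transfer / Buffer or medium: DMEM plus 5-aza-dC sensitizer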
RAD54 inh: RAD54 (human) branch migration inhibition; RAD54 Holliday junction branch migration, FAM/BHQ fluorescence; AID 602329; inhibition, % at 10.4 µM; hit rate 0.14% among 360,000; Q92698;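 active = mean normalized replicate activity at least 40 and at least half of replicates scoring 40 or more; inconclusive = only one of the two criteria met; inactive = mean below 40 and under half of replicates reaching 40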;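 note: 0% = median of neutral control wells and 100% = median of positive control wells; inhibitors cause a drop in the FAM fluorescence signal; in these data hits start at about 50%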
FN deposition inh: fibronectin deposition inhibition; AH1F fibroblasts, Alexa488-fibronectin deposition fluorescence, overnight; inhibition, % at 12.6 µM; AID 743247; hit rate 0.086% among 350,000;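 active = mean inhibition across replicates of 30% or more, regardless of how many single replicates reach that level; inconclusive = mean under 30% yet at least half of replicates reach 30%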;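 note: positive control wells lacked labelled fibronectin entirely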
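Measured by – fluorescence 485/525 nm · System – AH1F fibroblast monolayer, labelled fibronectin deposition · Amount – 10000 cells per well · Buffer or medium – serum-reduced DMEM (2% serum) · Doses – single dose, pinned · Also added – fluorescent fibronectin at 24 nM final · Schedule – 1 h cell attachment, overnight exposure to compound and label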
EWS-Fli inh: EWS/Fli transcriptional activity inhibition; A673 NR0B1-luciferase reporter, viability-normalised; AID 651661; inhibition, % at 12.6 µM; hit rate 0.67% among 350,000;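 active = mean inhibition of at least 50% after viability correction, with every replicate also passing that limit; inconclusive = mean reaches 50% but only one of two replicates passes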;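 note: firefly luciferase signal divided by Alamar Blue viability fluorescence both relative to DMSO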
S100A4 MyoIIA: blocks human S100A4 binding to myosin IIA peptide | P26447 | S100A4/TAMRA-MyoIIA peptide fluorescence polarization | inhibition, % at 10.7 µM | hit rate 0.14% among 360,000 | AID 652163;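 active = mean inhibition of at least 70% across replicates, with every replicate also reaching that level; inconclusive = mean inhibition reaches 70% but some replicates fall short; inactive = mean inhibition below 70%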
Target sequence (P26447 whole entry, looked up): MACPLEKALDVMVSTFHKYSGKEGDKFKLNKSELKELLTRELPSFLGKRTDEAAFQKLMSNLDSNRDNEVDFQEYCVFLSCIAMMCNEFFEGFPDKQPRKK
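Test system: S100A4 monomer protein; Medium: HEPES pH 7.2 with CaCl2, KCl, NaCl, DTT, Triton; Probe or stimulus: TAMRA-labelled myosin IIA heavy-chain peptide probe, 5 nM; Doses: one dose per compound; Times: polarization read 5 min after assay mix addition, stable 5–60 min; Benchmarks: neutral control DMSO, positive control TFP.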
An asterisk follows results filed as active; ? = inconclusive; / = no result given.

SMILES	esBAF inh	RAD52 inh	E-sel inducer	XiGFP reactiv	RAD54 inh	FN deposition inh	EWS-Fli inh	S100A4 MyoIIA
C[C@@H]1CN([C@H](C)CO)C(=O)c2cc(NS(=O)(=O)c3cn(C)cn3)ccc2O[C@H]1CN(C)Cc1ccc(Cl)c(Cl)c1	-2	-1	-9.6	-0.1	0	/	-3	2
Cn1c(SCC(=O)c2ccc(O)c(O)c2)nnc1-c1ccccc1	13	-11	0.5	0.1	-4	4	-1	1
O=C(Cn1cncn1)N/N=C/c1ccccc1Cl	/	-4	/	0.2	3	1	2	9
C[C@H](CO)N1C[C@H](C)[C@@H](CN(C)C(=O)Nc2ccccc2)Oc2ncc(C#CC3CC3)cc2C1=O	-12	-1	0.4	-0.4	2	/	-7	10
COc1cc2c(cc1OC)-c1nnc(C)n1C(C)(C)C2	4	/	/	/	2	1	/	2
CN1CCN(C(=S)c2cn(Cc3ccc(F)cc3)c3ccccc23)CC1	/	-13	/	0.1	/	-2	-3	0
CCOC(=O)c1c(O)c(O)c(C(=O)OCC)n1-c1ccccc1	9	-4	-0.4	0.0	/	7	0	-2
CS(=O)(=O)c1cccc(C(=O)Nc2ccc3c(c2)OCCCO3)c1	58*	-4	0.3	0.1	-2	3	-71	2
CN(C)CCCn1c(SCC(=O)N2CC(=O)Nc3ccccc32)nc2ccccc2c1=O	/	-13	5.8	0.2	/	/	1	-2
COc1ccc(NC(=O)c2ccc(-c3c(C)noc3C)c3ccoc23)cc1	56*	-7	0.6	-0.1	5	21	-50	-6
CC(=O)N1CCc2cc(S(=O)(=O)N3c4ccccc4CC3C)ccc21 (stereo unspecified)	-1	-7	/	/	-1	/	48	-7
COC(=O)C[C@@H]1CC[C@@H]2[C@H](COC[C@@H](O)CN2S(=O)(=O)c2ccccc2C)O1	-4	-10	0.0	-0.1	9	0	-4	16
O=C(C[C@@H]1C[C@H]2c3cc(NC(=O)Nc4ccccc4)ccc3O[C@H]2[C@H](CO)O1)NCc1cccnc1	-6	/	-0.2	0.0	9	-5	-7	/
COc1cc2c(cc1OC)[C@@H]1Cc3ccc(OC)c(OC)c3CN1CC2	3	4	0.0	0.0	17	-3	4	9
O=C(COc1ccc(Br)cc1CO)Nc1ccc(F)cc1	16	-15	/	/	-6	/	/	-2
O=C(COC(=O)C1CCN(S(=O)(=O)c2cccs2)CC1)c1ccccc1	4	-23	-0.6	0.1	3	2	3	-3
COCCC1CCCCN1C(=O)c1cccc(OC2CCN(S(C)(=O)=O)CC2)c1 (stereo unspecified)	2	-7	2.1	0.2	-1	1	-8	-1
CC(=O)N[C@@H](Cc1c[nH]c2ccccc12)C(=O)NC1CCCc2ccccc21 (stereo partly specified)	-11	-11	/	0.0	-17	-5	7	0
Cc1ccc(OCC(=O)N/N=C/c2cccc3cccnc23)cc1	-12	-20	/	0.0	-1	11	/	-4
COc1ccc(C(=O)Nc2ccc3c(c2)CCCN3C(=O)c2cccs2)c(OC)c1	11	-32	/	-0.1	-7	9	-33	-3
COc1cc(CN2CCCCCC2)cc(OC)c1	-1	-7	0.1	0.1	-4	-17	-3	-1
Nc1c(C(=O)N/N=C/c2ccccc2Cl)oc2nc(-c3ccccc3)cc(-c3ccco3)c12	11	-22	0.0	0.3	0	1	-6	-5
O=C(c1ccc2oc(CCc3ccccc3)nc2c1)N1CCC(O)CC1	-10	-1	/	0.2	-9	1	-37	-4
COc1ccc(S(=O)(=O)Nc2ccc3c(c2)C(=O)N([C@H](C)CO)C[C@H](C)[C@H](CN(C)S(=O)(=O)c2cccs2)O3)cc1	-3	5	-0.1	-0.6	5	-2	38	-41
COc1ccc(S(=O)(=O)Nc2ccc3c(c2)CC(=O)N([C@H](C)CO)C[C@H](C)[C@@H](CN(C)Cc2ccc(Oc4ccccc4)cc2)O3)cc1	-3	35	-0.4	1.3	-8	/	28	10
CCOCCCNC(=O)C1(O)c2ccccc2NC(=O)N1c1ccc(Cl)c(Cl)c1 (stereo unspecified)	-2	-4	/	0.2	-4	-4	10	-2
CSc1nc2ccc(S(=O)(=O)N3CCOCC3)cc2s1	-5	-7	/	/	/	/	0	7
CCOC(=O)N1CCN(c2ccc([N+](=O)[O-])cc2F)CC1C (stereo unspecified)	/	4	/	0.1	/	-3	-7	5
O=C(Nc1ncn[nH]1)c1cccc(S(=O)(=O)N2CCOCC2)c1	/	7	/	0.0	/	-7	-8	-2
Cc1ccccc1-c1cnc2c(c1)C(=O)N([C@H](C)CO)C[C@@H](C)[C@@H](CN(C)C(=O)CC1CC1)O2	-5	15	-0.6	3.6	4	4	-4	-7
O=C(Cc1noc2ccccc12)Nc1ccc(Cl)cc1	/	-3	/	0.1	4	7	-25	-6
CCCC#Cc1ccc([C@H]2[C@H]3CN(C(=O)c4ccc(F)cc4)CC(=O)N3[C@H]2CO)cc1	/	-14	0.5	0.3	/	/	1	22
O=C(CN1CCN(C/C=C/c2ccccc2)CC1)NCc1ccc(Cl)cc1	-5	-8	/	0.0	-6	-1	10	-4
NS(=O)(=O)c1cc([N+](=O)[O-])ccc1NCc1cccnc1	-3	-6	0.4	0.1	1	1	0	-6
O=C1CNC[C@@H]2[C@@H](c3ccc(C4=CCCC4)cc3)[C@@H](CO)N12	/	-15	-0.1	0.0	/	-1	-6	-2
CN(C)c1ccc(/C=N/NC(=O)c2ccccn2)cc1	-59	-11	/	0.0	/	2	35	7
Cc1ccc(S(=O)(=O)N(C)C[C@H]2Oc3ccc(NC(=O)CCC(F)(F)F)cc3C(=O)N([C@@H](C)CO)C[C@@H]2C)cc1	-3	5	0.1	-0.5	-4	/	2	28
COc1ccccc1CN1CCCC(CN(CCN(C)C)C(=O)c2ccc(C)cc2)C1 (stereo unspecified)	-1	-17	-0.1	0.3	3	-2	13	-11
Cc1cc(C)cc(C(=O)NCC(=O)OCC(=O)NCc2ccco2)c1	/	-19	/	0.0	/	/	-3	-9
C/C=C/c1ccc([C@@H]2[C@@H](C#N)N(c3nc(CC)cs3)[C@@H]2CO)cc1	-4	6	-0.1	0.0	5	-10	2	-6
C[C@H](CO)N1C[C@H](C)[C@@H](CN(C)C)OCCCC[C@H](C)Oc2ccc(NS(=O)(=O)c3cn(C)cn3)cc2C1=O	/	-28	1.6	0.3	-1	5	/	-10
OC(COc1ccc(Cl)cc1)CN1CCN(c2ccccc2)CC1 (stereo unspecified)	-6	-8	/	0.3	5	-1	15	6
COc1ccc(C2C3=C(CC(C)(C)CC3=O)Nc3nc(C)nn32)cc1OC (stereo unspecified)	/	-17	/	0.0	-6	0	13	-4
Cc1oc2ccc(Br)cc2c(=O)c1-c1nn[nH]n1	/	-7	0.7	0.0	/	8	5	-1
COCC#Cc1ccc2c(c1)O[C@@H](CN(C)C(C)=O)[C@H](C)CN([C@H](C)CO)S2(=O)=O	2	6	1.0	-0.6	-4	-4	-7	-26
Cc1ccc(-n2c(-c3ccccc3)c[nH]c2=S)cc1	/	-3	/	0.0	/	-8	-23	-2
CCOC(=O)c1c(CC(C)C)csc1NC(=O)COC(=O)C1=NNC(=O)CC1	/	-9	2.0	0.1	/	5	2	-3
CCCN1[C@@H]2Cn3c(ccc(C4=CCCCC4)c3=O)[C@H]1[C@@H](C(=O)NCCc1ccncc1)[C@@H]2CO	/	-3	-0.4	0.5	/	/	/	-12
Cc1cc(C)c(S(=O)(=O)N2CCC(C(=O)NCc3ccncc3)CC2)c(C)c1	1	0	-1.1	1.1	3	-2	/	52
Cn1c(O)c(N=Nc2ccccc2[N+](=O)[O-])c2ccccc21	?	-4	/	0.0	-14	-2	-93	-10
COc1cc2c(cc1OC)C1=C(C#N)CN(CC(=O)O)CN1CC2	-5	6	0.0	0.2	8	12	-10	13
N#Cc1cnn2c(C(F)(F)F)cc(-c3ccccc3)nc12	5	3	-0.2	0.2	3	-9	-2	3
COc1ccc(NC(=O)Nc2ccc3c(c2)C(=O)N([C@@H](C)CO)C[C@H](C)[C@H](CN(C)Cc2ccccc2)OCCCC[C@H](C)O3)cc1	1	57*	0.0	0.1	3	5	9	4

A portion from the list above, for reference:
SMILES	esBAF inh	RAD52 inh	E-sel inducer	XiGFP reactiv	RAD54 inh	FN deposition inh	EWS-Fli inh	S100A4 MyoIIA
COc1ccc(C2C3=C(CC(C)(C)CC3=O)Nc3nc(C)nn32)cc1OC (stereo unspecified)	/	-17	/	0.0	-6	0	13	-4
Cc1oc2ccc(Br)cc2c(=O)c1-c1nn[nH]n1	/	-7	0.7	0.0	/	8	5	-1
COCC#Cc1ccc2c(c1)O[C@@H](CN(C)C(C)=O)[C@H](C)CN([C@H](C)CO)S2(=O)=O	2	6	1.0	-0.6	-4	-4	-7	-26
Cc1ccc(-n2c(-c3ccccc3)c[nH]c2=S)cc1	/	-3	/	0.0	/	-8	-23	-2
CCOC(=O)c1c(CC(C)C)csc1NC(=O)COC(=O)C1=NNC(=O)CC1	/	-9	2.0	0.1	/	5	2	-3
CCCN1[C@@H]2Cn3c(ccc(C4=CCCCC4)c3=O)[C@H]1[C@@H](C(=O)NCCc1ccncc1)[C@@H]2CO	/	-3	-0.4	0.5	/	/	/	-12
Cc1cc(C)c(S(=O)(=O)N2CCC(C(=O)NCc3ccncc3)CC2)c(C)c1	1	0	-1.1	1.1	3	-2	/	52

Sorted by SMILES length (descending): 3 of the compounds above.
SMILES	esBAF inh	RAD52 inh	E-sel inducer	XiGFP reactiv	RAD54 inh	FN deposition inh	EWS-Fli inh	S100A4 MyoIIA
COCC#Cc1ccc2c(c1)O[C@@H](CN(C)C(C)=O)[C@H](C)CN([C@H](C)CO)S2(=O)=O	2	6	1.0	-0.6	-4	-4	-7	-26
CCOC(=O)c1c(CC(C)C)csc1NC(=O)COC(=O)C1=NNC(=O)CC1	/	-9	2.0	0.1	/	5	2	-3
Cn1c(O)c(N=Nc2ccccc2[N+](=O)[O-])c2ccccc21	?	-4	/	0.0	-14	-2	-93	-10

Source: PubChem BioAssay
